KB-3-1 tox – KB-3-1 parental cell cytotoxicity | KB-3-1 viability, CellTiter-Glo ATP luminescence, 72 h | Potency, µM (series often up to 46.1 µM), without a hit: at the top dose activity change, negative = cytotoxic, hits mostly cytotoxic | 1.4% of 400,000 active | AID 1347075; further: potency means the concentration at half of the fitted maximal effect; on the % scale 0 is the no-effect control and ±100 the full control effect; nearly all actives have a fitted effect of over 60% in size
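KB-3-1 cells, DMEM (no phenol red) + 10% FBS; compound by pin transfer, 72 h, 37 °C. Readout: CellTiter-Glo luminescence after 10 min. Data normalized, curve-fitted.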
IL1B secr inh – blocks inflammasome-driven IL-1 beta release; AID 743279; activity change, % at 57.5 µM; THP-1 LPS/ATP IL-1B secretion, AlphaLISA, 16 h; hits give low values; 4.7% of 360,000 active; in the data active means activity change below about -50%; inconclusive means mostly about -30% to -49%; further: on the % scale 0 is the no-effect control and ±100 the full control effect
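Secreted IL-1B measured by AlphaLISA bead assay after 16 h compound exposure of THP-1 cells; compounds (final up to 57.5 uM) added 1 h before LPS (250 ng/mL) and ATP (1.25 mM) stimulation; lower signal means less secretion.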
HEK293 tox – cytotoxicity counter-screen for GLP-1 receptor inverse agonists | HEK293 cAMP-luciferase reporter cells, luminescence, 24 h | Potency, µM (series often up to 38.3 µM), without a hit: at the highest dose activity change, negative = inhibition, actives largely listed as inhibitors | 0.13% of 410,000 active;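 further: loss of luciferase light is scored as toxicity; potency means the concentration at half of the fitted maximal effect; on the % scale 0 is the no-effect control and ±100 the full control effect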
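MLSMR compounds, 24 hr on cells at 37 deg C/5% CO2; luminescence after luciferase reagent (12 min RT). Inhibition counted as the undesired cytotoxic outcome.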
DRD3 agonist – D3 dopamine receptor (human) agonism | max activation, % | D3R DiscoveRx beta-arrestin cells, luminescence, 90 min | AID 652048 | 0.58% of 410,000 active; in the data active means max activation above about 30%; further: 0% is about no effect; mostly tested at two doses, the higher about 12 µM
Target sequence (P35462 whole entry, looked up): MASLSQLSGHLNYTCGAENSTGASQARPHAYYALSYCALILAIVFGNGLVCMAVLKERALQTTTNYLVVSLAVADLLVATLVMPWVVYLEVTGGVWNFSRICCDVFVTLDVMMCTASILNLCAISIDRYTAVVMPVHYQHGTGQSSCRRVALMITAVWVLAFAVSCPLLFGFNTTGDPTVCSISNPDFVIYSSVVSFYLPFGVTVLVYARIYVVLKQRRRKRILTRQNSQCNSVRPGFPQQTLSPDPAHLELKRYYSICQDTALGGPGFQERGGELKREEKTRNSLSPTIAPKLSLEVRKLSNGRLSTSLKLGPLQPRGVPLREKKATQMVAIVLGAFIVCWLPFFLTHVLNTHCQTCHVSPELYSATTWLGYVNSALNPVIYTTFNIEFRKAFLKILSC
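Agonist-mode cell screen: cells plated at 1500/well and incubated overnight at 37 °C, then exposed to library compounds for 90 min at 37 °C. Detection reagent was added for 30–60 min at room temperature, and luminescence was read.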
MCF10A rerep – DNA re-replication induction in MCF 10a cells; Potency, µM (top dose mostly 46.1 µM), for the others: at the highest dose activity, positive = re-replication, most hits filed as activators; AID 624296; 2.9% of 350,000 active; MCF 10A DNA re-replication, Hoechst nuclear intensity, 48 h; further: potency means the concentration at half of the fitted maximal effect; % of control where 0% means no effect; nearly all actives have a fitted effect of over 50% in size
HT1080 IDH1KD tx – HT-1080 IDH1 knockdown cell toxicity (counter line) | HT-1080 IDH1 knockdown viability, ATP luminescence, 48 h | Potency, µM (doses to about 46.1 µM), for the others: at the highest dose activity, negative = toxicity, usual class: cytotoxic | 2% of 360,000 active | AID 686971;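 further: potency means the concentration at half of the fitted maximal effect; 0% = DMSO wells and -100% = cell-free medium wells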
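In this qHTS, HT-1080 cells depleted of IDH1 are exposed for 48 h at 37 °C to compound titrations. Toxicity is scored from CellTiter-Glo luminescence, with DMSO as full viability and medium alone as none.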
SW480 rerep – DNA re-replication induction in SW480 cells. SW480 DNA re-replication, Hoechst DNA content imaging, 48 h. 1.8% of 340,000 active. Potency, µM (top dose mostly 46.1 µM), without a hit: top-dose re-replication activation, usual class: activators; further: potency means the concentration at half of the fitted maximal effect; % of control where 0% means no effect; nearly all actives have a fitted effect of over 55% in size
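DNA re-replication was detected as more nuclei of elevated Hoechst intensity after 48 hr exposure to compound (23 nL pinned per well of 250 cells).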
KB-V1 cytotox – kills drug-selected multidrug resistant KB-V1 cells; Potency, µM (series often up to 46.1 µM), for inactives: at the highest dose activity change, negative = cytotoxicity, usual class: cytotoxic; KB-V1 MDR cells viability, CellTiter-Glo, 72 h; AID 1347076; 3.4% of 400,000 active; further: potency means the concentration at half of the fitted maximal effect; on the % scale 0 is the no-effect control and ±100 the full control effect; nearly all actives have a fitted effect of over 60% in size
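Luminescent ATP read-out (CellTiter-Glo, 10 min) measures survival of drug-selected KB-V1 MDR cells after 72 h, 37 degrees C compound exposure. Medium: phenol-red-free DMEM, 10% FBS. Values from fitted concentration-response curves.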
HT1080-NT tox – kills 2HG-producing HT-1080-NT fibrosarcoma cells; HT-1080-NT fibrosarcoma viability, CellTiter-Glo ATP luminescence, 48 h; Potency, µM (titrated, usually from 46.1 µM), for inactives: at the highest dose activity, negative = less viability, usual class: cytotoxic; AID 686970; 1.6% of 360,000 active;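 further: NT is the 2HG producing partner of a matched IDH1 knockdown line; potency means the concentration at half of the fitted maximal effect; 0% = DMSO-treated cells and -100% = media-only wells without cells; nearly all actives have a fitted effect of over 55% in size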
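HT-1080-NT; 750 cells/well; 5% FBS RPMI; 48 h compound, 37 degrees C; CellTiter-Glo luminescence; curve fitting and curve-class assignment.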
The depositor's hits bear a star; i = inactive; ? = inconclusive; nt = no result given; & = joins results of further samples; [ ] = another dose, or the depositor's remark. Unless noted, the call rests on the fitted dose curve; in most records, active means well fitted curve in the direction sought with a large enough effect; inconclusive means small, poorly fitted or top-dose-only effect, or another doubt; inactive means no such curve, though single readings can be large; an effect the other way counts as inactive or inconclusive.

Start of the listing, in advance:
SMILES | KB-3-1 tox | IL1B secr inh | HEK293 tox | DRD3 agonist | MCF10A rerep | HT1080 IDH1KD tx | SW480 rerep | KB-V1 cytotox | HT1080-NT tox
C=CCN(N=Nc1cccc([N+](=O)[O-])c1)c1cccc([N+](=O)[O-])c1 | 0% | -16 | 14% | -3 | -5% | 2% | 1% | ? | -2%
O=[N+]([O-])c1ccc(-c2ccn[nH]2)o1 | 27% | 0 | ? | 3 | ? | -3% | 5% | 1% | -4%
Cc1nnc(SCC(=O)Nc2nnc(SCc3cccc(Br)c3)s2)s1 | 9% | 6 | -4% | 3 | 1% | 9% | -53%[inhibitor] | -15% | 16%

All compounds of this part, previewed entries included:
SMILES | KB-3-1 tox | IL1B secr inh | HEK293 tox | DRD3 agonist | MCF10A rerep | HT1080 IDH1KD tx | SW480 rerep | KB-V1 cytotox | HT1080-NT tox
C=CCN(N=Nc1cccc([N+](=O)[O-])c1)c1cccc([N+](=O)[O-])c1 | 0% | -16 | 14% | -3 | -5% | 2% | 1% | ? | -2%
O=[N+]([O-])c1ccc(-c2ccn[nH]2)o1 | 27% | 0 | ? | 3 | ? | -3% | 5% | 1% | -4%
Cc1nnc(SCC(=O)Nc2nnc(SCc3cccc(Br)c3)s2)s1 | 9% | 6 | -4% | 3 | 1% | 9% | -53%[inhibitor] | -15% | 16%
CCCOc1ccc(NC(=O)CC2C(=O)N(CC)C(=S)N2CCNC(C)=O)cc1 (configuration not stated) | -14% | 8 | 4% | 1 | ? | 6% | 24% | 5% | 9%
N#Cc1ccsc1NC(=O)CN1CCCCCC1 | 2% | 41 | 1% | -1 | 2% | 18% | -9% | -1% | 12%
COc1ccc(-n2ncc3c2CC(C)(C)CC3NC(=O)c2ccnn2C)cc1 (configuration not stated) | -18% | 32 | -7% | 0 | 1% | -4% | ? | -9% | 0%
Cc1cccc(C(=O)N2CCC(=O)N([C@H](COCc3ccc(Cl)cc3)Cc3ccccc3)CC2)c1 | ? | -12 | -20% | -1 | nt | ? | nt | -1% | ?
N#Cc1ccc(NC(=O)CCc2ccc(S(=O)(=O)N3CCOCC3)cc2)cc1 | -8% | 20 | -11% | 2 | -2% | 0% | -6% | -12% | 5%
Cc1cc(C)cc(NC(=O)Nn2cnnc2)c1 | 14% | 17 | -3% | 0 | 11% | 12% | 0% | ? | 13%
O=C(O)Cc1ccc(-n2cccc2)cc1 | 0% | -9 | 1% | 9 | 0% | -2% | -8% | 20% | 7%
COc1ccc(-c2csc(NC(=O)CSCC(=O)Nc3cc(C)on3)n2)cc1 | 4% | 17 | -13% | 2 | 4% | 11% | -9% | ? | 3%
COc1ccc(-c2c([C@H]3[C@H]4C=CC[C@@H](C)[C@@H]4C(=O)N3Cc3ccccc3)ccc3ccccc23)cc1OC | ? | ? | 0% | -29 | -35%[inhibitor] | ? | 0%[9.22 µM] | -33% | ?
Nc1ncnc2c1cnn2C1CC(O)C(CO)O1 (configuration not stated) | ? | 2 | -1% | 6 | -2% | 25% | 0% | 6% | 10%
COCCn1c(SCC(=O)Nc2ccccc2F)nc2c([nH]c3ccccc32)c1=O | 1% | i | 3% | 2 | ? | -10% | -8% | ? | -17%
O=C(CSc1n[nH]c(=O)[nH]c1=O)c1cccc([N+](=O)[O-])c1 | -2% | 6 | 1% | -5 | 1% | -6% | -127%[inhibitor] | -5% | -1%
CSCCn1c(C(C)(C)C)cc(C(=O)O)c1C | 20% | 4 | 5% | 3 | -2% | 3% | -6% | ? | 5%
CCOc1ncccc1C(=O)OCC(=O)N1CCc2ccccc21 | 2% | 34 | -1% | -2 | -10% | -5% | 6% | -1% | 1%
C=CCn1c(SCC(=O)C(C)(C)C)nnc1-c1ccccn1 | 0% | 16 | -2% | 10 | -9% | 12% | -3% | -1% | 11%
C=CCn1c(=O)c2c(nc3n2CC(C)CN3CCc2ccccc2)n(C)c1=O (configuration not stated) | 4% | 10 | -2% | 6 | ? | -4% | -10% | -1% | 6%
CC(C)Oc1ccc(C(CCN)C2CCCCC2)cc1 (configuration not stated) | ? | -99* | ? | -9 | ? | 15µM* | ? | 16µM* | 15µM*
CC(C)C(N)c1csc(NC(=O)Nc2cccc(Cl)c2)n1 (configuration not stated) | -1% | ? | -19% | -3 | nt | ? | nt | -1% | 23µM*
COc1ccc(Cl)cc1NS(=O)(=O)c1c(C)nc2sccn2c1=O | -12% | -9 | 9% | -4 | 13% | -2% | -12% | 9% | -5%
CCOc1ccc2oc(C(=O)Nc3nccs3)c(C)c2c1 | -5% | 9 | -2% | -19 | ? | 22% | ? | 0% | 12%
COc1cccc(C(=O)C(CCC#N)c2ccccc2)c1 (configuration not stated) | -8% | 17 | 8% | 7 | nt | -7% | nt | ? | 0%
CCC[C@@H](CN1CCC[C@H]1CN1C(N)=NC[C@H]1CC(C)C)N1C[C@@H](Cc2ccccc2)N(CCCC2CCCC2)C1=N | 0% | -66* | 0% | -53 | 14% | -5% | 2% | -2% | -6%

Remaining list, next part
SMILES | KB-3-1 tox | IL1B secr inh | HEK293 tox | DRD3 agonist | MCF10A rerep | HT1080 IDH1KD tx | SW480 rerep | KB-V1 cytotox | HT1080-NT tox
Cc1cccn2c(=O)c(C(=O)NCc3cccc(F)c3)cnc12 | 7% | nt | 23% | -2 | nt | nt | nt | ? | nt
Cc1ccc(-c2nc(SCCOc3ccccc3C)n3[nH]c(=O)cc3n2)cc1 | ? | nt | 8% | -11 | nt | nt | nt | 0% | nt
CCOc1cccc(C2/C(=C(/O)c3ccc4c(c3)CC(C)O4)C(=O)C(=O)N2CCCn2ccnc2)c1 (configuration not stated) | 26% | 79 | 1% | 2 | 19% | 11% | -27% | 62% | 17%
COCc1cc(C)nc(NCCO)c1C#N | 2% | -11 | -1% | 6 | -2% | 15% | -9% | 9% | 24%
CC(C)Cn1c(N)c(C(=O)COC(=O)c2cc(-c3ccco3)nc3ccccc23)c(=O)n(C)c1=O | 10% | 3 | -2% | 8 | 14% | -6% | 7%[9.22 µM] | 0% | -1%
Cc1ccc(-c2csc3ncnc(SCC(=O)NCc4ccc5c(c4)OCO5)c23)cc1 | -17% | 1 | ? | 16 | 1% | -17% | -1% | ? | 1%
O=C1N(Cc2cccc(Cl)c2)C[C@@H]2C[C@@H](c3ccsc3)N3CCC[C@@]123 | -4% | 0 | 10% | -7 | -7% | -5% | 5% | ? | -2%
CN1CCN(CC(=O)Nc2c(C#N)cnn2-c2ccccc2)CC1 | 7% | 17 | -3% | -3 | 1% | 8% | -6% | ? | 8%
COc1ccc(C(=O)CC(=O)C(=O)Nc2c(C)cccc2C)cc1 | 4% | -10 | -5% | -14 | ? | -6% | ? | ? | -29%
CCCOc1ccc(C(NC(=O)CC(C)C)NC(=O)CC(C)C)cc1OC | -25% | 11 | -1% | -1 | 5% | -6% | -4% | ? | -4%
O=C(C[n+]1cc(Br)cc(Br)c1)c1ccccc1 | ? | -22 | -8% | 8 | -15% | 15% | -70%[inhibitor] | 18%&0% | 9%
COc1ccc(OCCC(=O)OCC(=O)c2ccc[nH]2)cc1 | 4% | -10 | -11% | 3 | -31%[inhibitor][9.22 µM] | 2% | 5% | 21% | 7%
O=C(Nc1ccnn1C1CCN(Cc2cc(Cl)ccc2O)CC1)C1CC1 | 14% | 39 | -7% | -6 | 3% | -7% | 20% | -15% | 5%
Cc1ccc2nc(Cl)c(/C=C/C(=O)c3ccco3)cc2c1 | ? | -17 | 1% | -7 | ? | -20% | -3% | -2% | ?
CCOc1ccc(CN2C(=O)c3ccccc3C2C(=O)NCC2CCCO2)cc1 (configuration not stated) | 2% | -10 | 0% | -1 | -2% | 12% | 4% | -13% | 6%
Cn1cc(CN2CCCC(CNC(=O)c3ccc4c(c3)OCO4)C2)c2ccccc21 (configuration not stated) | ? | -27 | -10% | -15 | 0% | -21% | 5% | -12% | -28%
CN(C)C(=O)NC1CCCCCCCCCCC1 | 3% | -2 | 0% | 0 | 15% | 11% | -14% | 2% | 9%
CC(=O)c1cccc(NC(=O)c2oc(C)nc2C)c1 | -4% | 17 | 3% | 3 | 7% | 12% | -5% | -26% | 14%
CCOC(=O)/C(C#N)=C1/C=CN(C)C(C)=N1 | 0% | 16 | 6% | -7 | ? | -2% | 10% | 7% | -14%
Cc1ccc(OCC(=O)Sc2ccc(C)cc2)cc1 | 10% | -12 | -3% | -13 | -7% | -7% | 3% | ? | -10%
COC(=O)Cn1cc(C(=O)C(F)(F)F)c2ccccc21 | 12% | -7 | -2% | 6 | -2% | 4% | 1% | 4% | -1%
CCOc1ccc2[nH]c(=O)c(CN(CCCN3CCOCC3)Cc3nnnn3Cc3ccc(OC)cc3)cc2c1 | 14% | -16 | -10% | 3 | 20% | ? | 0% | 3% | -25%
COc1ccccc1OCC(=O)Nc1ccc(S(=O)(=O)Nc2cc(C)nc(C)n2)cc1 | 11% | -1 | -7% | -1 | 4% | 18% | -1% | 0% | 14%
COC(=O)[C@]1(C)CCC[C@@]2(C)C3CC[C@]4(OC(C)=O)C[C@@]3(CCC21)CC4=NO (some centres not stated) | 0% | 9 | 1% | 17 | ? | -1% | -3%[9.22 µM] | -14% | -6%
CCN(CC)C(=O)c1cccc(-c2csc(C(O)c3ccc(F)c(F)c3)n2)c1 (configuration not stated) | -5% | 3 | -21% | 8 | nt | ? | nt | -24% | ?
CS(=O)(=O)c1ccc(C(=O)N(Cc2ccccc2)c2ccccc2)cc1 | -18% | 11 | 5% | -8 | 21% | 10% | -3% | ? | -4%
Cc1cccc(N2CCN(C(=O)c3[nH]c(C(F)(F)F)nc3-c3ccccc3)CC2)c1C | 2.3µM* | 128 | -39% | 14 | nt | 0.58µM* | nt | ? | ?
O=C(COC(=O)c1cnc(Cl)c(Cl)c1)c1ccc(F)cc1 | 5% | -25 | 14% | 1 | -6% | 0% | 1% | 10% | 7%
CC(=O)Nc1ccc(NC(=O)C2CCCN2C(=O)Nc2ccc(F)c([N+](=O)[O-])c2)cc1 (configuration not stated) | -1% | 14 | -18% | -9 | 2% | 9% | -4% | 18% | -1%
